Screening data deposited in PubChem BioAssay by National Center for Advancing Translational Sciences (NCATS).
Apoferritin bind: qHTS Assay for Identification of Novel General Anesthetics; 0.074% of 350,000 active; apoferritin/1-aminoanthracene competitive binding, fluorescence; AID 485281, 2010; Potency, µM (highest dose often 77.5 µM), for the others: at the highest dose activity change, negative = displacement, most hits filed as inhibitors; Ferritin light chain (Equus caballus), P02791; also: potency is read from the fitted curve at half-maximal effect; % is scaled to controls: 0 for no effect and ±100 for the full control effect; nearly all actives have a fitted effect of over 20% in size
Target sequence (P02791 2-175 limits assumed): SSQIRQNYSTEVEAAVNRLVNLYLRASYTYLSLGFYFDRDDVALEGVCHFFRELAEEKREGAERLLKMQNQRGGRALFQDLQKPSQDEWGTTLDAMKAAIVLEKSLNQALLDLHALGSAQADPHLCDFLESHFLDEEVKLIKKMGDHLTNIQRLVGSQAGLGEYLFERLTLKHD
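Horse-spleen apoferritin (10 uM) in 50% saturated 1-aminoanthracene in PBS was incubated 10 min at room temperature with compound. Fluorescence (ex 380, em 535 nm) was normalized to free and bound 1-AMA, with concentration-response fitted by a four-parameter Hill equation.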
Pol eta inh: qHTS for Inhibitors of Polymerase Eta | DNA polymerase eta (Homo sapiens), Q9Y253 | recombinant Pol eta, fluorescent DNA replication assay | Potency, µM (doses to about 114 µM), for inactives: top-dose activity change, negative = inhibition, hits mostly inhibitors | 1.2% of 390,000 active; also: potency is read from the fitted curve at half-maximal effect; % is scaled to controls: 0 for no effect and ±100 for the full control effect
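Pol eta at 10 nM preincubated with compounds 15 min at room temperature; reaction started with fluorescent substrate (50 nM final) and read kinetically at 0 and 10 min.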
BLM helicase inh: qHTS Assay for Inhibitors of Bloom's syndrome helicase (BLM). RecQ-like DNA helicase BLM (Homo sapiens), P54132. recombinant BLM DNA unwinding, fluorescence dequenching. Potency, µM (top dose mostly 56.1 µM), for inactives: at the top dose activity change, negative = inhibition, usual class: inhibitors. 0.2% of 350,000 active. AID 2528, 2010;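 also: potency is read from the fitted curve at half-maximal effect; plate controls were vehicle for no effect and no enzyme for full effect; nearly all actives have a fitted effect of over 35% in size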
POLK inh: qHTS for Inhibitors of Polymerase Kappa | DNA polymerase kappa (Homo sapiens), Q9UBT6 | purified Pol kappa, fluorescent DNA synthesis assay, 10 min | Potency, µM (doses to about 107 µM), for the others: top-dose activity, negative = inhibition, usual class: inhibitors | 0.53% of 400,000 active | AID 588579, 2011; also: potency is read from the fitted curve at half-maximal effect; % is scaled to controls: 0 for no effect and ±100 for the full control effect
Target sequence (Q9UBT6 whole entry, looked up): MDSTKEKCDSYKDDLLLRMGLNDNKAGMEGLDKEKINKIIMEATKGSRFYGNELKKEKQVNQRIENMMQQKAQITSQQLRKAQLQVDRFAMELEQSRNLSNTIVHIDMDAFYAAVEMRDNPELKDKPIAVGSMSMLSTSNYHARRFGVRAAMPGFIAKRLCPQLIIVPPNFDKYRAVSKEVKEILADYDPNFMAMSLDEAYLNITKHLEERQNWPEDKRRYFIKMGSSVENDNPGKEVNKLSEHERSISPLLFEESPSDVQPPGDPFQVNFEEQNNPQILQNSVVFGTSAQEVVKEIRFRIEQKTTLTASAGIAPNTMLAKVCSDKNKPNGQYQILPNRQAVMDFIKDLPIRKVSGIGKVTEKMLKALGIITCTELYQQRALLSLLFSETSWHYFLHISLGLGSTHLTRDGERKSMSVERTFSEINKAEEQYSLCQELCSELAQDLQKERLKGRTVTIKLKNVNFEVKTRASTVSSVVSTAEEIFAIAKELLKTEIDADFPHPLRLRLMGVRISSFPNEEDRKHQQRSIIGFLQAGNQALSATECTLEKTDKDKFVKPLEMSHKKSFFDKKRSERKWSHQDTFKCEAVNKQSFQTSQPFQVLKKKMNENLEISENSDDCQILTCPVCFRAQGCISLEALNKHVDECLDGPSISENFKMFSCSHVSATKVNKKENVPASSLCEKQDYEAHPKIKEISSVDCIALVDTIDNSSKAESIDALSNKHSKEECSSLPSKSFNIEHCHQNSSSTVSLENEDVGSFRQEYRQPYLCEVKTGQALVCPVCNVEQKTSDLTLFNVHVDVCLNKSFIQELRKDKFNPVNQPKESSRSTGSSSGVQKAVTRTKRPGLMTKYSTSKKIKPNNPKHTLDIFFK
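Here, compound and 10 nM enzyme are combined for 15 min at room temperature; adding 50 nM substrate (final) starts DNA synthesis, tracked by fluorescence at 0 and 10 min against buffer-only wells.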
Pol iota inh: qHTS for Inhibitors of Polymerase Iota | DNA polymerase iota (Homo sapiens), Q9UNA4 | Pol iota fluorescent replication assay, 10 min | Potency, µM (highest dose often 115 µM), without a hit: at the top dose activity, negative = inhibition, usual class: inhibitors | 1% of 390,000 active; also: potency is read from the fitted curve at half-maximal effect
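Fluorescent replication assay read twice, at 0 min and 10 min after adding 50 nM (final) substrate. Enzyme (10 nM) and compounds were first incubated 15 min at room temperature; enzyme-free buffer wells were negative controls.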
Pol beta inh: qHTS Assay for Inhibitors of DNA Polymerase Beta; Pol beta primer extension/strand displacement, fluorescence kinetic; Potency, µM (titrated, usually from 114 µM), without a hit: at the highest dose activity change, negative = inhibition, actives largely listed as inhibitors; 1.3% of 340,000 active; also: potency is read from the fitted curve at half-maximal effect; % is scaled to controls: 0 for no effect and ±100 for the full control effect
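10 nM enzyme + cpd, 15 min RT; start with substrate 50 nM final; read 0 min and after 10 min RT. Corrected, normalized data; 4-parameter Hill curve fit.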
RXFP1 antagonist: qHTS Assay for Antagonists of the Relaxin Receptor RXFP1; Relaxin receptor 1 (Homo sapiens), Q9HBX9; HEK293-RXFP1, relaxin-stimulated cAMP HTRF, 30 min; hits give low values; activity change, negative = inhibition, % at 57.5 µM; 0.59% of 350,000 active; AID 1259400, 2018;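 active = activity change of -60% or lower, but not beyond a set lower limit; inconclusive = change between -60% and -40%, or beyond the set limit; inactive = change above -40%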; also: % is scaled to controls: 0 for no effect and ±100 for the full control effect
PGK inhibitor: qHTS Assay to Find Inhibitors of Phosphoglycerate Kinase. Phosphoglycerate kinase, glycosomal (Trypanosoma brucei brucei), P07378. PGK/GAPDH coupled, Kinase-Glo luminescence, 60 min. Potency, µM (titrated, usually from 57.5 µM), inactives show at the top dose activity change, negative = inhibition, hits mostly inhibitors. 0.043% of 380,000 active; also: potency is read from the fitted curve at half-maximal effect; % is scaled to controls: 0 for no effect and ±100 for the full control effect; nearly all actives have a fitted effect of over 60% in size
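Recombinant glycosomal PGK reaction used 1,3-bisphosphoglycerate generated in-well by GAPDH (100nM final) in 100mM TEA pH 7.6, 5mM MgCl2, 0.01% Tween-20. After 60 minutes at room temperature, ATP was read by Kinase-Glo Plus luminescence end-point.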
APEX1 inh: qHTS Assay for Inhibitors of the Human Apurinic/apyrimidinic Endonuclease 1 (APE1); AID 2517, 2012; DNA repair nuclease/redox regulator APEX1 (Homo sapiens), P27695; 0.35% of 350,000 active; Potency, µM (top dose mostly 65.8 µM), without a hit: at the highest dose activity change, negative = inhibition, actives largely listed as inhibitors; recombinant APE1, TAMRA/BHQ-2 abasic DNA cleavage fluorescence;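 also: potency is read from the fitted curve at half-maximal effect; plate controls were vehicle for no effect and reference inhibitor for full effect; nearly all actives have a fitted effect of over 55% in size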
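Compound pre-exposure to 0.75 nM APE1, 15 min at ambient temperature. Reaction initiated with 50 nM TAMRA/BHQ-2 THF substrate, read immediately in kinetic mode, 525 nm excitation, 598 nm emission.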
* = called active by the depositor; i = inactive; u = inconclusive; x = not tested or not shown; & = joins results of further samples; [ ] = remark or other dose. Unless noted, calls follow the shape of the dose curve; as a rule, active = well fitted curve in the direction sought with a large enough effect; inconclusive = small, poorly fitted or top-dose-only effect, or another doubt; inactive = no such curve, though single readings can be large; an effect the other way counts as inactive or inconclusive. Only part of the results is shown. The share of hits here may be higher or lower than overall.

canonical_smiles,Pol beta inh,RXFP1 antagonist,POLK inh,BLM helicase inh,Pol eta inh,Pol iota inh,APEX1 inh,Apoferritin bind,PGK inhibitor
Cc1cc(C)cc(NC(=O)CSc2nc(-c3ccccc3)c3cc(F)ccc3n2)c1,43%,0,6%,-1%,4%,-15%,x,-1%,-8%
COc1cc2c(=O)n(CCC(=O)NCC3CCCO3)c(=O)n(CC(=O)Nc3ccc(C)c(C)c3)c2cc1OC (stereo not given),-2%&18%,-16&-13,-6%&2%,-2%&0%,-7%&-2%,56%&-2%[activator],51%[activator],-10%&41%,-5%
CCOc1ccc(/C=C/C(=O)c2cc(Br)ccc(=O)c2O)cc1,u,-27,u,-17%,u,u,21%,-20%,-11%
CCc1ccc(NC(=O)CSc2nc3ccccc3nc2Cc2ccccc2OC)cc1,38%[activator],3,-1%[60.1 µM],1%,-11%,-7%,x,145%[activator],-10%
COc1cccc(C(=O)c2cn(CC(=O)Nc3ccc4c(c3)OCCO4)c3nc(C)ccc3c2=O)c1,21%,-13,-1%,-4%,11%,-3%,x,-18%,-1%
CC1CCCCC1NC(=O)Cn1nnc(-c2ccc(Cl)cc2)n1 (stereo not given),15%,-7,-7%[60.1 µM],-5%,-13%,u,1%,-14%,-6%
COc1cc(C)c(S(=O)(=O)NOCc2ccccc2)c(C)c1C,-7%,1,-11%,-13%,-3%,-12%,34%,u,3%
COc1ccc(N=C2SC(CC(=O)Nc3ccccc3)C(=O)N2CCN2CCOCC2)cc1 (stereo not given),13%,-7,-4%,-5%,-12%,-5%,3%,-5%,i
Cc1ccc(CN(C(=O)c2ccc([N+](=O)[O-])cc2)c2ccccn2)cc1,1%,x,-14%,-2%,-8%,41%[activator],x,-23%,-10%
CCOC(=O)NC(=O)/C(C#N)=C/c1ccc(N(C)C)cc1,-12%,-23,1%,-1%,-12%,19%,-5%,-15%,10%
CCOC(=O)CC(NC(=O)Cn1nnc(-c2ccccc2F)n1)c1ccc(OC)cc1 (stereo not given),5%,-3,0%,-13%,-14%,144%[activator],-10%,-12%,-1%
CCOC(=O)CNc1nc(Cl)nc(N2CCCCC2)n1,-8%,3,-5%,-1%,-16%,24%,4%,1%,-4%
Cc1cc(-c2ccccc2C(=O)O)on1,11%,8,-11%,-6%,-1%,-9%,-3%,-9%,i
CCC1Oc2ccc(C)cc2N(Cc2cccc(C)c2)C1=O (stereo not given),0%,-4,-8%,-3%,-4%,20%,-8%,2%,-9%
CC(C)CNS(=O)(=O)c1ccc(S(=O)(=O)NC2CCOC(C)(C)C2)cc1 (stereo not given),x,-8,3%,x,-5%,4%,x,x,x
N#Cc1cc([N+](=O)[O-])ccc1NC(=O)CSc1n[nH]c(=O)n1C1CC1,x,5,6%,x,-11%,18%,18%,x,6%
N#CC1(NC(=O)COC(=O)c2cc([N+](=O)[O-])ccc2N2CCCC2)CCCCC1,x,-13,-6%,x,-12%,-3%,0%,x,0%
CC(=O)N1c2ccc(S(=O)(=O)NCCC(=O)N(C)C3CCCCC3)cc2CC1C (stereo not given),11%,10,1%,-1%,-18%,16%,13%,-2%,-9%
CN(C)CCN=c1cc(-c2ccccc2)oc2ccc(Cl)cc12,u,-9,-3%,-2%,-19%,49%[activator],5%,-9%,9%
Cc1nn(-c2ccccc2)c2c1C(c1c(C)[nH]c(C#N)c1C)C(C#N)=C(N)O2 (stereo not given),0%,-1,-22%,-7%,-13%,u,u,-11%,-6%
Fc1ccc(NCc2nnc(SCc3ccccc3)o2)cc1,u,-11,-1%,-3%,-13%,130%[activator],3%,u,-9%
NC(=O)CCN(C(=O)c1cccc(S(=O)(=O)N2CCc3ccccc32)c1)c1ccccc1,x,-9,-4%,x,-18%,19%,10%,x,0%
COC(=O)c1ccc(CN2[C@H](C(=O)OC)C[C@@]3(O)[C@H](O)[C@H](O)[C@H](O)C[C@@H]23)cc1,6%,x,10%,-11%&-2%,-17%,53%[activator],-6%&5%,-12%&2%,3%
COCCN1Cc2cccc(C(=O)Nc3cccnc3)c2C1=O,-16%,0,-7%,-4%,-5%,-5%,0%,7%,-13%
C#CCOCCOCCOCCNc1nc(N2CCOCC2)nc(N2CCN(C(=O)CCCCCCCCCCNC(=O)[C@@H]([C@H](C)CC)n3cc(CCCCCN)nn3)CC2)n1,x,x,5%,x,-4%,-5%,-28%,x,-8%
COc1ccc(N2CCN(C3=CC(=O)N(c4cccc(Cl)c4)C3=O)CC2)cc1,-26%,1,-7%,-7%,-8%,105%[activator],-10%,-16%,6%
O=C(O)c1cc(-c2ccccc2Cl)n(-c2cccc(Cl)c2)n1,-20%,0,0%,-1%,-7%,-6%,-19%,3%,-2%
Cc1ccc(S(=O)(=O)N2CCCCC2)cc1NC(=O)CSCC(=O)O,-2%,2,-11%,-3%,11%,49%[activator],0%,-10%,-2%
O=C(NCC1CCCN(Cc2cccc(F)c2)C1)c1cccc2ccccc12 (stereo not given),-5%,3,-8%,-2%,-11%,-1%,39%,-16%,0%
CCOC(=O)N1CCN(C(=O)/C(=C/c2ccc(F)cc2)NC(=O)c2ccccc2)CC1,3%,-12,-15%,-1%,-6%,-4%,-4%,-12%,-4%

Record cards (already shown). Order of values: Pol beta inh, RXFP1 antagonist, POLK inh, BLM helicase inh, Pol eta inh, Pol iota inh, APEX1 inh, Apoferritin bind, PGK inhibitor
N#CC1(NC(=O)COC(=O)c2cc([N+](=O)[O-])ccc2N2CCCC2)CCCCC1 in the list: x, -13, -6%, x, -12%, -3%, 0%, x, 0%
CCOC(=O)N1CCN(C(=O)/C(=C/c2ccc(F)cc2)NC(=O)c2ccccc2)CC1 in the list: 3%, -12, -15%, -1%, -6%, -4%, -4%, -12%, -4%

(continued)
canonical_smiles,Pol beta inh,RXFP1 antagonist,POLK inh,BLM helicase inh,Pol eta inh,Pol iota inh,APEX1 inh,Apoferritin bind,PGK inhibitor
CC1CC(C)CN(C(C)C(=O)Nc2cc(S(=O)(=O)N3CCCCC3)ccc2Cl)C1 (stereo not given),x,-6,1%,x,-11%,-5%,-5%,x,-12%
COc1cccc(-c2noc(-c3ccoc3C)n2)c1,-21%,-16,-7%,-3%,-21%,74%[activator],3%,-3%,-9%
Cc1nn(C)cc1S(=O)(=O)Nc1cccc(Cl)c1,32%,4,-17%,-3%,-10%,42%[activator],52%,-1%,2%
CCc1ccc(NC(=O)C[n+]2cc(-c3ccc(C)cc3)n3c2CCC3)cc1,36%,0,-3%,1%,-17%,32%,0%,-7%,-6%
Cc1ccc(C(=O)NCc2ccc(F)cc2)s1,x,18,-8%,x,-21%,176%[activator],x,x,0%
CSc1ccc(/C=C/C(=O)OCC(=O)N2CCN(c3ccccc3)CC2)cc1,x,-3,8%,x,-17%,17%,x,x,i
CCOC(=O)c1ccc(Nc2cc(C)nc3nc(C)nn23)cc1,-2%,x,0%,5%,-3%,-8%,16%,0%,-7%
COc1ccc(S(=O)(=O)NCCSC(C)(C)C)c(Cl)c1Cl,u,-21,u,-10%,u,u,-1%,16µM*,u
COc1ccc(N2C(=O)[C@@H]3[C@H](C2=O)[C@H](C(C)=O)N2c4ccccc4C=C[C@@H]32)cc1,-3%,-4,-7%,1%,-21%,-18%[58.9 µM],0%,-17%,-4%
CC(C)C(=O)Nc1ccc(NC(=O)c2cc3ccccc3o2)cc1,12%,-2,-3%,-2%,-9%,-1%,-4%,-9%,-6%
O=C(O)/C=C/C(=O)NNC(=O)c1ccc(Br)cc1,3%,x,-13%,3%,-22%,-14%,2%,-4%,-7%
COC(=O)c1sc(N/N=C/c2ccc(C(C)C)cc2)nc1C,20%,-13,5%,-12%,u,10%,-25%,-4%,i
CC/C(=N\NC(=O)c1ccc(N(C)C)cc1)c1ccccc1,6%,-21,-2%,5%,-16%,87%[activator],-9%,-9%,i
Cc1noc(C)c1COc1ccc(C(=O)Nc2cccnc2)cc1,85%,-7,-25%,-19%,1%,57%[activator],-8%,-1%,-11%
O=C(CSC(=S)N1CCOCC1)Nc1ncc2c(n1)CCCC2=O,-1%,-1,4%,-1%,-15%,7%,27%,1%,5%
Cn1c(N)c(C(c2ccccc2)c2c(N)n(C)c(=O)n(C)c2=O)c(=O)n(C)c1=O,103%,-7,-22%,-1%,-22%,14%,-7%,-5%,i
CC(=O)Nc1ccc(S(=O)(=O)N2CCSC2c2ccccc2)cc1 (stereo not given),6%,-6,-3%,-2%,-2%,14%,-2%,-10%,-1%
CCc1ccc(S(=O)(=O)NCCc2csc(C)n2)s1,-13%,-13,-2%,-1%,-20%,78%[activator],0%,-16%,-1%
Cc1ccc(C)c(S(=O)(=O)N2CCN(C(=O)C3CC3C)CC2)c1 (stereo not given),x,1,1%,x,-5%,39%[activator],0%,x,4%
CC(NC(=O)C1CCCN1S(=O)(=O)c1ccccc1)c1ccccc1 (stereo not given),22%,-8,-4%,5%,-3%,16%,36%,-10%,-9%
CC(C)Cc1cc(C(=O)NCc2cccnc2)no1,23%,-1,-19%,-5%,-6%,-8%,-4%,-20%,-1%
CC(=O)c1sc(NC(=O)CSC(C)C(=O)Nc2cc(C)on2)nc1-c1ccccc1 (stereo not given),x,-8,-10%,x,-20%,53%[activator],-1%,x,1%
COc1ccc(N(C(=O)c2ccccc2)S(=O)(=O)c2ccc3c(c2)n(C)c(=O)n3C)cc1,53%,4,-3%,-9%,-18%,3%,x,-4%,10%
